From PubChem
Shiga inhibitor: A qHTS for Small Molecule Inhibitors of Shiga Toxin; 290,000 compounds, 9.2% hits; Vero cells, Shiga toxin protein synthesis inhibition reporter; AID 2315, 2010; inhibition, % at 38.7 µM; in the data active = inhibition mostly above about 28%, no sharp cut-off; inactive = mostly below about 43%; also: 0% is about no effect
Pf growth 96h: Primary qHTS for delayed death inhibitors of the malarial parasite plastid, 96 hour incubation | P. falciparum luciferase reporter growth, 96 h | Potency, µM (doses to about 28.7 µM), without a hit: top-dose activity change, negative = inhibition, hits mostly inhibitors | 320,000 compounds, 6.9% hits | AID 504834, 2011; also: potency is read from the fitted curve at half-maximal effect; % is scaled to controls: 0 for no effect and ±100 for the full control effect
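96 h incubation, 37 C, 5% CO2, of luciferase-reporter P. falciparum-infected RBCs (2% hematocrit, 0.05% parasitemia final) with test compounds; endpoint luminescence.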
Cycloheximide cs: Cycloheximide Counterscreen for Small Molecule Inhibitors of Shiga Toxin | cell reporter, cycloheximide protein synthesis inhibition counterscreen | max response, % | 300,000 compounds, 12% hits; in the data active = max response mostly above about 13%, no sharp cut-off; inactive = mostly below about 14%; also: read at 38.3 µM for the half of the compounds with a filed dose; 0% is about no effect
Pf growth 48h: Primary qHTS for delayed death inhibitors of the malarial parasite plastid, 48 hour incubation; 310,000 compounds, 5.9% hits; P. falciparum luciferase growth in erythrocytes, 48 h; Potency, µM (doses to about 28.7 µM), without a hit: at the top dose activity change, negative = inhibition, actives largely listed as inhibitors; AID 504832, 2011; also: potency is read from the fitted curve at half-maximal effect; % is scaled to controls: 0 for no effect and ±100 for the full control effect
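Luciferase-expressing P. falciparum in infected erythrocytes (2% hematocrit, 0.1% parasitemia final) in RPMI 1640/0.5% Albumax were exposed to compound for 48 hours at 37 C, 5% CO2; growth read as luminescence.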
FBPA Giardia inh: qHTS Assay for Inhibitors of Fructose-1,6-bisphosphate Aldolase from Giardia Lamblia; A8B2U2; purified Giardia FBPA; Potency, µM (top dose mostly 59.6 µM), inactives show at the top dose activity, negative = inhibition, hits mostly inhibitors; 290,000 compounds, 0.71% hits; also: potency is read from the fitted curve at half-maximal effect; % is scaled to controls: 0 for no effect and ±100 for the full control effect; nearly all actives have a fitted effect of over 55% in size
Target sequence (A8B2U2 whole entry, looked up): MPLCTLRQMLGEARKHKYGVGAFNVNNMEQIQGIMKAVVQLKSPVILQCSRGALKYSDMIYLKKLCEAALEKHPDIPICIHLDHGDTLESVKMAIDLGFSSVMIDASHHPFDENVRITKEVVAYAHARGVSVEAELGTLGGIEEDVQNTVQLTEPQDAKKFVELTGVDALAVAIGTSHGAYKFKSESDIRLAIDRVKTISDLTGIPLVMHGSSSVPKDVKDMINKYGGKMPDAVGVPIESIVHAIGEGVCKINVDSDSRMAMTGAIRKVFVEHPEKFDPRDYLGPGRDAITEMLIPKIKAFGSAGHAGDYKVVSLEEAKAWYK
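Giardia FBPA (40 nM reagent) was preincubated 10 min at RT with compound (up to 57.5 uM final), then substrate plus GAPDH/TPI/NAD/arsenate coupling system with diaphorase/resazurin was added; resorufin fluorescence (525/598 nm) was read after 20 min.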
Sm TGR inh: qHTS Assay for the Inhibitors of Schistosoma Mansoni Peroxiredoxins; Schistosoma mansoni thioredoxin glutathione reductase (TGR), Q962Y6; purified TGR, DTNB reduction, TNB absorbance 405 nm; Potency, µM (titrated, usually from 114 µM), for the others: at the highest dose activity change, negative = inhibition, hits mostly inhibitors; 360,000 compounds, 3% hits; AID 485364, 2010; also: potency is read from the fitted curve at half-maximal effect; % is scaled to controls: 0 for no effect and ±100 for the full control effect; nearly all actives have a fitted effect of over 60% in size
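First, TGR (20 nM dispensed) and NADPH were mixed with compound. Second, a 15 min room-temperature incubation followed. Third, further NADPH and then DTNB were added to start the reaction. Finally, TNB absorbance was monitored kinetically.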
Numbers without * were called inactive; ? = inconclusive; . = not tested or not shown; & = joins results of further samples; [ ] = another dose, or the depositor's remark. Unless noted, calls follow the shape of the dose curve; as a rule, active = well fitted curve in the direction sought with a large enough effect; inconclusive = small, poorly fitted or top-dose-only effect, or another doubt; inactive = no such curve, though single readings can be large; an effect the other way counts as inactive or inconclusive. Rows were taken by chance; any-hit rate near 24%.

Letters – A = Shiga inhibitor; B = Pf growth 96h; C = Cycloheximide cs; D = Pf growth 48h; E = FBPA Giardia inh; F = Sm TGR inh
1) CCOC(=O)c1cc2c(=O)c3ccccc3oc2nc1C
  A: 103*	B: 320%[activator]	C: 40*	D: 206%[activator]	E: 4%	F: -4%
2) COc1cccc(/C=N/NC(=O)c2cc3c(OC)cccc3[nH]2)c1O
  A: 1	B: 1.9µM*	C: -2	D: ?	E: 0%	F: 3%
3) COC(=O)c1cccc(-n2nnnc2SCC(=O)Nc2cc(C)on2)c1
  A: -3	B: .	C: -1	D: -11%	E: 3%	F: -4%
4) COC(=O)c1cc(C(=O)OC)cc(-n2c(C)cc(C=O)c2C)c1
  A: -10	B: 0%	C: -3	D: -16%	E: 2%	F: -4%
5) COc1ccc(Cl)cc1NC(=O)CN1C(=O)NC2(CCCC2)C1=O
  A: -6	B: 9%	C: -4	D: 2%	E: -2%	F: 12%
6) Cc1cc(C)c2nc(-c3ccncc3)cc(C(=O)N3CCN(Cc4ccccc4Cl)CC3)c2c1
  A: -9	B: 4%	C: 8	D: ?	E: -1%	F: -14%
7) CC1CCCN(S(=O)(=O)c2ccc3c(c2)C(C)(C)C(=O)N3C)C1 (configuration not stated)
  A: 9	B: -10%	C: -1	D: ?	E: -2%	F: -8%
8) CCC(=O)c1cn(CC(=O)Nc2ccc(C)cc2C)c2ccccc12
  A: .	B: ?	C: 3	D: 16%	E: 13%	F: -20%
9) CCC(C)NC(=O)CSc1nc2ccccc2c(=O)n1CCCC(=O)NCC1CCCO1 (configuration not stated)
  A: -4	B: 54%[activator]	C: -4	D: -15%	E: -2%	F: -27%
10) Cc1ccc2nsnc2c1S(=O)(=O)N(Cc1ccco1)Cc1cc2ccc(C)c(C)c2[nH]c1=O
  A: 3	B: -1%	C: -1	D: 15%	E: 2%	F: ?
11) COc1ccc(OC)c(NS(=O)(=O)c2ccc(Br)s2)c1
  A: -18	B: -2%	C: -6	D: 5%	E: -20%	F: 1%&0%
12) Cc1ccc(NC(=S)N(CCN2CCCCC2)Cc2ccco2)cc1C
  A: 28	B: 0%	C: 7	D: ?	E: 5%	F: 0%
13) CCOC(=O)c1[nH]ncc1CN1CCc2ccc(NC(=O)C3CCCO3)cc2C1 (configuration not stated)
  A: -11	B: 28%	C: 1	D: 3%	E: -13%	F: -6%
14) O=C1CCCN1CCC(=O)N1CCCC(Nc2ccc(F)c(F)c2)C1 (configuration not stated)
  A: 33*	B: ?	C: 13	D: -4%	E: .	F: -15%
15) Cc1cc2c(c(N3CCOCC3)n1)C(=O)OC2
  A: -5	B: -12%	C: -2	D: .	E: 5%	F: 1%
16) O=C1OCCC1Sc1nnc(-c2ccc(Cl)cc2Cl)o1 (configuration not stated)
  A: -13	B: 112%[activator]	C: -3	D: 37%	E: 9%	F: -13%
17) Fc1ccc(NC(=S)N/N=C/c2cccc(Br)c2)c(F)c1
  A: -11	B: ?	C: 5	D: .	E: 0%	F: -1%
18) O=C(COC(=O)c1ccc(O)cc1O)Nc1nnc(-c2ccccc2)o1
  A: .	B: 8%	C: .	D: 3%	E: .	F: 3%
19) CSc1nc2nc(-c3cccs3)cc(C(F)(F)F)c2c(=O)[nH]1
  A: -18	B: 0%	C: 0	D: -17%	E: -12%	F: -13%
20) COCC(=O)Nc1sc2c(c1C(=O)OC)C(C(=O)OC)CC2 (configuration not stated)
  A: 15	B: -22%	C: -1	D: -5%	E: 0%	F: 3%

Structures shown so far that have a carbonyl joined to an NH by a bond outside any ring:
Letters – A = Shiga inhibitor; B = Pf growth 96h; C = Cycloheximide cs; D = Pf growth 48h; E = FBPA Giardia inh; F = Sm TGR inh
2) COc1cccc(/C=N/NC(=O)c2cc3c(OC)cccc3[nH]2)c1O
  A: 1	B: 1.9µM*	C: -2	D: ?	E: 0%	F: 3%
3) COC(=O)c1cccc(-n2nnnc2SCC(=O)Nc2cc(C)on2)c1
  A: -3	B: .	C: -1	D: -11%	E: 3%	F: -4%
5) COc1ccc(Cl)cc1NC(=O)CN1C(=O)NC2(CCCC2)C1=O
  A: -6	B: 9%	C: -4	D: 2%	E: -2%	F: 12%
8) CCC(=O)c1cn(CC(=O)Nc2ccc(C)cc2C)c2ccccc12
  A: .	B: ?	C: 3	D: 16%	E: 13%	F: -20%
9) CCC(C)NC(=O)CSc1nc2ccccc2c(=O)n1CCCC(=O)NCC1CCCO1 (configuration not stated)
  A: -4	B: 54%[activator]	C: -4	D: -15%	E: -2%	F: -27%
13) CCOC(=O)c1[nH]ncc1CN1CCc2ccc(NC(=O)C3CCCO3)cc2C1 (configuration not stated)
  A: -11	B: 28%	C: 1	D: 3%	E: -13%	F: -6%
18) O=C(COC(=O)c1ccc(O)cc1O)Nc1nnc(-c2ccccc2)o1
  A: .	B: 8%	C: .	D: 3%	E: .	F: 3%
20) COCC(=O)Nc1sc2c(c1C(=O)OC)C(C(=O)OC)CC2 (configuration not stated)
  A: 15	B: -22%	C: -1	D: -5%	E: 0%	F: 3%

Screen by screen, from the results shown.
Nos. 11 to 20 in Pf growth 96h read -2%, 0%, 28%, ?, -12%, 112%[activator], ?, 8%, 0%, -22%
Nos. 11 to 20 in Pf growth 48h read 5%, ?, 3%, -4%, ., 37%, ., 3%, -17%, -5%
Nos. 11 to 20 in Sm TGR inh read 1%&0%, 0%, -6%, -15%, 1%, -13%, -1%, 3%, -13%, 3%

The listing continues:
Letters – A = Shiga inhibitor; B = Pf growth 96h; C = Cycloheximide cs; D = Pf growth 48h; E = FBPA Giardia inh; F = Sm TGR inh
21) CC(OC(=O)c1cc2sccc2n1C)C(=O)NCCc1ccccc1 (configuration not stated)
  A: 14	B: ?	C: -3	D: 8%	E: 0%	F: 0%
22) O=C(CCc1nc2sc3c(c2c(=O)[nH]1)CCCC3)NCC(=O)Nc1ccccc1Br
  A: .	B: 13%	C: .	D: ?	E: .	F: -5%
23) Cc1ccc(C)c(NS(=O)(=O)c2ccc(OCC(=O)NCc3cccnc3)cc2)c1
  A: -4	B: 6%	C: -1	D: ?	E: 3%	F: -3%
24) CCOC(=O)C1(C)NC(c2ccco2)C2C(=O)N(c3ccc(C)cc3)C(=O)C21 (configuration not stated)
  A: -2	B: 17%	C: 0	D: -23%	E: 7%	F: ?
25) COc1ccc(N2CCN(C(=O)CNC(=O)c3nn(-c4ccc(OC)cc4)c(=O)c4ccccc34)CC2)cc1
  A: -2	B: 15µM*	C: -3	D: 0%	E: -7%	F: 0%
26) COc1cc(/C=N/NC(=O)CC(=O)NC2CCCCC2)ccc1O
  A: -6	B: ?	C: -2	D: 25%	E: .	F: -5%
27) Cn1cc(C(=O)NCc2cccnc2)c(=O)c2cc(S(=O)(=O)N3CCCCCC3)ccc21
  A: -10	B: 6.6µM*	C: -2	D: 2%	E: 9%	F: 3%
28) O=C(Nc1c(-c2ccccc2)nc2sccn12)c1ccccc1
  A: 19	B: -9%	C: 8	D: 6%	E: 4%	F: -19%
29) CC(=O)N1CCN(c2nc(-c3ccco3)c3c(c2C#N)CC(C)(C)SC3)CC1
  A: -12	B: ?	C: 2	D: ?	E: -11%	F: 11µM*
30) Cc1cccc(NS(=O)(=O)c2ccc(C)c(C(N)=O)c2)c1
  A: 4	B: -14%	C: -2	D: 14%	E: -4%	F: 5%
31) NC(=O)c1c(NC(=O)C2c3ccccc3Oc3ccccc32)sc2c1CCCCC2
  A: 9	B: 18%	C: -3	D: -16%	E: ?	F: -22%
32) O=C(CSc1ncn[nH]1)NCCC(c1ccccc1)c1ccccc1
  A: -10	B: 10µM*	C: -3	D: ?	E: 8%	F: 2%
33) COc1ccc(S(=O)(=O)N2CCN(Cc3ccccc3)CC2)cc1
  A: 11	B: 0%	C: -2	D: 4%	E: 4%	F: -4%
34) Cc1cc(OC(C)C(=O)NCCCn2ccnc2)c2c(C)cc(=O)oc2c1 (configuration not stated)
  A: 17	B: -3%	C: -9	D: ?	E: -9%	F: 0%
35) Cn1ccnc1Sc1nnnn1-c1ccccc1
  A: -11	B: .	C: -1	D: -2%	E: 4%	F: 4%
36) CC(=O)c1cccc(NC(=O)[C@@H](NC(N)=O)C(C)C)c1
  A: -7	B: 15%	C: -3	D: -15%	E: 3%	F: -1%
